Source: PubChem BioAssay (National Center for Advancing Translational Sciences (NCATS))
TDP1 inh – TDP1 (human) enzyme inhibition. Q9NUW8. recombinant TDP1, AlphaScreen DNA substrate cleavage. Potency, µM (doses to about 130 µM), for the others: at the highest dose activity change, negative = inhibition, actives largely listed as inhibitors. hit rate 0.28% among 350,000; note: nearly all actives have a fitted effect of over 40% in size
Target sequence (Q9NUW8 whole entry, looked up): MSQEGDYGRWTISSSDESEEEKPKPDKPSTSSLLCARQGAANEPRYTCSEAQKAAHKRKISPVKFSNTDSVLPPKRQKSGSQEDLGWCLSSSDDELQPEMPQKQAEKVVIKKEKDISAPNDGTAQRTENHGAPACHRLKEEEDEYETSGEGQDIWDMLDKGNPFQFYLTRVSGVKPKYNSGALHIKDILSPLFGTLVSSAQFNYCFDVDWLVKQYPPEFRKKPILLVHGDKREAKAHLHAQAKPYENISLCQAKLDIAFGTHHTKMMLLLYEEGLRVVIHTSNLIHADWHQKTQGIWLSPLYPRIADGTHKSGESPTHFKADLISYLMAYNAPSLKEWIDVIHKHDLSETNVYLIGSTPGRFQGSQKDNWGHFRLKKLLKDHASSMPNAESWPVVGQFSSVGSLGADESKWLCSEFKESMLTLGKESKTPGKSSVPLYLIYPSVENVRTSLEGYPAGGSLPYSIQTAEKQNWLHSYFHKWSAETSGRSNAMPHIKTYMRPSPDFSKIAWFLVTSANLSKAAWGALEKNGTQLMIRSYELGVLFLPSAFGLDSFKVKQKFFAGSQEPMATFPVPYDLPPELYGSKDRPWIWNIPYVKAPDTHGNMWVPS
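Tdp1 1 nM final; 15 min RT w/ cpd; substrate 15 nM, 5 min; beads 10 ug/ml, 10 min; AlphaScreen read. Neg ctrl: no enzyme.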
TDP1 cell noCPT – qHTS for Inhibitors of human tyrosyl-DNA phosphodiesterase 1 (TDP1): qHTS in cells in absence of CPT; DT40 Tdp1-/- hTDP1 cells, no CPT, ATP luminescence, 48 h; Potency, µM (titrated, usually from 46.2 µM), without a hit: top-dose activity change, negative = growth inhibition, hits mostly inhibitors; hit rate 15% among 420,000; AID 686978, 2013; note: nearly all actives have a fitted effect of over 55% in size
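DT40 Tdp1-/-;hTDP1 cells, no CPT (DMSO vehicle only), 400 cells/well; compounds pin-transferred; ≥48 hr, 37 °C; CellTiter-Glo 30 min RT dark, luminescence read.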
DT40 TDP1 CPT – DT40-hTDP1 cell growth loss with CPT; chicken DT40 Tdp1-/-;hTDP1 cells + 20 nM CPT, ATP luminescence, 48 h; AID 686979; Potency, µM (highest dose often 46.2 µM), for the others: at the highest dose activity change, negative = growth inhibition, actives largely listed as inhibitors; hit rate 12% among 420,000; note: nearly all actives have a fitted effect of over 55% in size
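Chicken DT40 Tdp1-/- cells stably complemented with human TDP1 were seeded at 400 cells/well in medium containing 20 nM camptothecin, exposed to pin-transferred compounds, and grown at 37 °C for at least 48 hr. Viability was read as ATP luminescence.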
An asterisk follows results filed as active; ? = inconclusive; nt = not tested or not shown; & = joins results of further samples; [ ] = another dose, or the depositor's remark. Calls come from the whole dose curve; as a rule, active = well fitted curve in the direction sought with a large enough effect; inconclusive = small, poorly fitted or top-dose-only effect, or another doubt; inactive = no such curve, though single readings can be large; an effect the other way counts as inactive or inconclusive. % is set by controls: 0 for no effect and ±100 for the full control effect; potency is the fitted concentration of half-maximal effect.

1. COC(=O)CN1C(C(=O)c2ccccc2)=C(OC(=O)c2ccccc2)c2ccccc2S1(=O)=O
2. COC(=O)c1ccc(NC(=S)N2CCN(Cc3ccccc3OC)CC2)cc1
3. CC(C(=O)Nc1cc([N+](=O)[O-])ccc1Cl)N1CCN(c2ccccc2O)CC1 (stereo not given)
4. C=CCN(CC=C)C(=O)CN1C(=O)c2ccccc2C1=O
5. CCCCN(C)CCNC(=O)c1c(C)oc2ncnc(N3CCOCC3)c12
6. COc1ccc(OC)c(NC(=S)NCc2cccs2)c1
7. COCCN(C(=O)c1snc(C(N)=O)c1N)C(C(=O)NC1CCCC1)c1cc(OC)c(OC)c(OC)c1 (stereo not given)
8. Cc1cc(Br)ccc1NC(=O)C1CCCO1 (stereo not given)
Assay by compound	1	2	3	4	5	6	7	8
TDP1 inh	7.0%	2.6%	10.8%	2.8%[56.1 µM]	4.2%	0.0%	2.7%	-2.8%
TDP1 cell noCPT	25.9µM*	0.8%	13µM*	-3.7%	6.5%	-23.9%	-2.6%	0.6%
DT40 TDP1 CPT	16.4µM*	-24.3%	?	-0.6%	17.3%	-5.1%	2.4%	-3.6%

9. O=C(NC1CCCN(Cc2ccccc2F)C1)C1CCC1 (stereo not given)
10. Cc1nc(Nc2ccc(Cl)c(Cl)c2)sc1C(=O)Nc1ccccc1
11. Cc1ccc(C)c(SCC(=O)Nc2ccc(S(=O)(=O)Nc3ncccn3)cc2)c1
12. Cc1ccc(-c2cc(C(=O)Nc3ccc(S(=O)(=O)Nc4ncccn4)cc3)[nH]n2)c(O)c1C
13. CC(=O)Nc1cccc(C(=O)/C=C/c2ccc(Br)cc2)c1
14. COc1ccc(CCN2C(=O)CCC3=C2CCC3=O)cc1OC
15. Cc1cc(NC(=O)C2CC(c3ccccc3Cl)=NO2)no1 (stereo not given)
16. CCOC(=O)c1sc(N2C(=O)C(O)=C(C(=O)c3ccc(C)o3)C2c2ccc(OC)c(OC)c2)nc1C (stereo not given)
Assay by compound	9	10	11	12	13	14	15	16
TDP1 inh	nt	5.6%	-8.6%	2.6%	0.0%	nt	4.7%	2.4%
TDP1 cell noCPT	3.8%	14.6µM*	-7.1%	?	4.61µM*	-9.4%	-6.6%	?
DT40 TDP1 CPT	14.7%	6.51µM*	0.9%	?	3.26µM*	2.6%	-7.5%	23.1µM*

17. COC(=O)c1ccc2c(=O)n(CCCCCC(=O)NCc3ccccc3)c(=O)[nH]c2c1
18. CCN(CC)C(=O)Cn1cc(S(=O)(=O)CC(=O)NCc2ccc(C)cc2)c2ccccc21
19. CCC1=NN2C(=N)/C(=C\c3cccn3-c3ccc(C)cc3C)C(=O)N=C2S1
20. Cn1c(C(=O)O)c(CC(=O)Nc2ccccc2F)c2ccccc21
21. COC(=O)c1sc2ncccc2c1OCc1ccccc1Cl
22. COc1ccc(C2=Nc3ccccc3NC(=O)C2N(C(=O)c2cnc(C)cn2)c2ccc(N3CCOCC3)cc2)cc1 (stereo not given)
23. NCCCC[C@@H]1NC(=O)c2cc([N+](=O)[O-])cc(I)c2SC[C@@H](C(N)=O)NC(=O)[C@H](Cc2ccc(O)cc2)NC1=O
24. COc1ccccc1NC(=O)CSc1nnnn1-c1ccc(F)cc1
Assay by compound	17	18	19	20	21	22	23	24
TDP1 inh	4.4%&-3.4%	nt	3.6%	0.0%	-7.1%	nt	5.3%	4.3%
TDP1 cell noCPT	-17.9%&-14.3%	-11.5%	-18.6%	-2.0%	?	-25.9%	-8.7%	-23.9%
DT40 TDP1 CPT	-18.2%&-13.7%	-15.6%	-6.6%	-19.4%	-20.7%	-9.1%	-10.7%	-8.3%

Copied from the results shown for reference:
19. CCC1=NN2C(=N)/C(=C\c3cccn3-c3ccc(C)cc3C)C(=O)N=C2S1
20. Cn1c(C(=O)O)c(CC(=O)Nc2ccccc2F)c2ccccc21
21. COC(=O)c1sc2ncccc2c1OCc1ccccc1Cl
Assay by compound	19	20	21
TDP1 inh	3.6%	0.0%	-7.1%
TDP1 cell noCPT	-18.6%	-2.0%	?
DT40 TDP1 CPT	-6.6%	-19.4%	-20.7%

The results go on:
25. COc1ccccc1C(=O)NNC(=O)C(=O)Nc1cccc(Cl)c1C
26. CCOC(=O)C1CCCN(C2=NC(=O)/C(=C/c3ccc(N(C)C)cc3)S2)C1 (stereo not given)
27. COc1ccc(/C=C(/NC(=O)c2ccccc2)c2nc3ccc(Cl)cc3[nH]2)cc1OC
28. CCCCN(CC)C(=O)c1n[nH]c(=O)c2ccccc12
29. Cc1ccccc1
30. Cc1ccc(NC(=O)NNC(=O)COc2ccc3ccccc3c2)cc1
31. O=C(NCc1cccnc1)c1csc2c1CCCC2
32. c1ccc(CO/N=C(\c2ccc(C3CC3)nc2)C2CC2)cc1
Assay by compound	25	26	27	28	29	30	31	32
TDP1 inh	nt	nt	2.7%	0.0%	7.6%&5.4%	-0.6%	2.3%	-2.7%
TDP1 cell noCPT	?	?	20.6µM*	-12.3%	15.4%	-0.6%	-11.6%	?
DT40 TDP1 CPT	?	?	-95.3%	-5.0%	-0.6%	-0.1%	10.9%	-2.1%

33. CCOC(=O)CSc1nc(N)nc(C)c1Br
34. C=CCc1ccccc1OCC(O)CN1CCN(c2ccc(C)cc2)CC1 (stereo not given)
35. COc1cc(OC)cc(-c2c(Sc3ccccc3)c3cc(-c4cnc(OC)nc4)ccc3n2C)c1
36. Cc1ccc(OCC(=O)N(c2ccc(C)cc2)S(=O)(=O)c2ccc(Cl)cc2)cc1
37. COc1ccc(CNC(=S)Nc2cccc(C)c2)cc1
38. Cc1cccc(OCCCSc2nc(-c3ccc(C(C)(C)C)cc3)nc3cc(=O)[nH]n23)c1C
39. CCN(CC)S(=O)(=O)c1ccc(NC=C(C#N)C#N)cc1
40. O=C(NNc1ccc(-c2csnn2)cc1)c1cc(Cl)cc(Cl)c1
Assay by compound	33	34	35	36	37	38	39	40
TDP1 inh	0.0%	8.8%	nt	-1.3%[12.3 µM]	1.1%	5.3%	-0.6%	nt
TDP1 cell noCPT	-1.7%	?	-28.5%	?	?	?	?	?
DT40 TDP1 CPT	-2.7%	?	-13.0%	?	-2.8%	?	-22.5%	-9.2%

41. O=C(CSC1=NC2(CCCCC2)N=C1c1ccccc1)Nc1ccc2c(c1)OCCO2
42. COc1ccc2c(c1)C(CC(=O)NN)CCC2 (stereo not given)
43. CC(C)(C)NC(=O)C(c1ccncc1)n1c(-c2ccc(C(F)(F)F)cc2)nc2ccccc21 (stereo not given)
44. CCOc1ccccc1NC(=O)CSc1nccn1-c1ccc(Cl)cc1
45. CC(=O)C1=C(O)C(=O)N(c2ccc(O)cc2)C1c1cccc(F)c1 (stereo not given)
46. CCC(=O)Nc1ccc(C(=O)NNC(=O)C(c2ccccc2)c2ccccc2)cc1
47. O=C1C=C(N2CCOCC2)CCC1
48. CC(=O)c1cccc(NC(=O)CCCNC(=O)c2ccc(Cl)cc2)c1
Assay by compound	41	42	43	44	45	46	47	48
TDP1 inh	-7.9%	nt	nt	13.2%	nt	0.0%	nt	3.3%
TDP1 cell noCPT	?	-4.4%	?	?	2.4%	-22.6%	-9.0%	-18.8%
DT40 TDP1 CPT	?	-29.4%	?	-8.8%	13.4%	-9.2%	-7.2%	2.8%

49. Cc1ccc(-c2nc3ccccc3c(=O)o2)cc1
50. CCn1nc(NC(=O)C(C)C)c2cc3cccc(C)c3nc21
51. COc1cc(NC(=O)CSc2nnc(C)n3c2cc2oc(C)cc23)cc(OC)c1
52. CCOC(=O)[C@]12CCC=C1N(CCC1=CCCCC1)C(=O)[C@H](CC(=O)NCc1ccc(C)o1)C2
53. Cn1nc(C(=O)Nc2ccc(S(=O)(=O)NCc3ccco3)cc2)c2ccccc2c1=O
54. C#CCOCCOCCOCCNc1nc(N2CCN(C(=O)[C@H]([C@@H](C)CC)n3cc(CCC(=O)O)nn3)CC2)nc(N2CCN(C(=O)[C@H](CCCCN)n3cc(CCCC)nn3)CC2)n1
55. Cc1ccc(C)c(NC(=O)C(Cc2ccccc2)N2Cc3ccccc3C2=O)c1 (stereo not given)
56. COc1cc(/C=C/C(=O)OCC(=O)Nc2oc(C)c3c(C)n[nH]c(=O)c23)ccc1OC(F)F
Assay by compound	49	50	51	52	53	54	55	56
TDP1 inh	nt	nt	0.0%	nt	7.5%	nt	3.7%	nt
TDP1 cell noCPT	-0.6%	?	?	?	?	13.7%	?	?
DT40 TDP1 CPT	5.3%	-18.4%	?	16.4µM*	?	10.2%	?	?

Next part (two carried over from the part before).
55. Cc1ccc(C)c(NC(=O)C(Cc2ccccc2)N2Cc3ccccc3C2=O)c1 (stereo not given)
56. COc1cc(/C=C/C(=O)OCC(=O)Nc2oc(C)c3c(C)n[nH]c(=O)c23)ccc1OC(F)F
57. COC(=O)c1ccc2c(c1)NC(=O)C1CCCN21 (stereo not given)
58. Cn1ccc(C(=O)OCC(=O)Nc2ccccc2Cl)n1
59. CCOC(=O)c1c(C)[nH]c(C)c1S(=O)(=O)N1CCC(C(=O)NCc2ccccc2Cl)CC1
60. CC(=O)Nc1nc(SCCCc2ccccc2)n[nH]1
61. CC(=O)c1ccc(NC(=O)Nc2sc(NS(=O)(=O)c3ccccc3)nc2C)cc1
62. Cc1cccc2sc(NC(=O)CN(C)S(=O)(=O)c3ccc(Br)s3)nc12
63. CCOC(=O)c1c(C)nc2ccccn12
64. Cc1ccc(S(=O)(=O)N2CCN(C(=O)COC(=O)c3ccc([N+](=O)[O-])o3)CC2)c(C)c1
Assay by compound	55	56	57	58	59	60	61	62	63	64
TDP1 inh	3.7%	nt	nt	6.7%	0.0%	5.9%	6.0%	0.0%	2.0%	-3.0%[56.1 µM]
TDP1 cell noCPT	?	?	-24.4%	-23.7%	-12.1%	0.7%	-15.5%	?	-10.4%	-2.2%
DT40 TDP1 CPT	?	?	-27.4%	-23.0%	-22.8%	-2.8%	5.9%	?	-6.4%	?

Record cards, from the list above.
Cc1cccc2sc(NC(=O)CN(C)S(=O)(=O)c3ccc(Br)s3)nc12 in the list: TDP1 inh = 0.0%; TDP1 cell noCPT = ?; DT40 TDP1 CPT = ?
COC(=O)c1ccc2c(c1)NC(=O)C1CCCN21 (stereo not given) in the list: TDP1 inh = nt; TDP1 cell noCPT = -24.4%; DT40 TDP1 CPT = -27.4%

(more compounds)
65. COc1ccc2c(c1)C(=NNc1ccc(C(=O)O)cc1)c1cc(OC)ccc1-2
66. CN(CCC#N)C(=O)COC(=O)c1c2c(nc3ccccc13)/C(=C\c1ccco1)CC2
67. COc1ccc(C(=O)Nc2ccc(S(=O)(=O)Nc3cnc4ccccc4n3)cc2)cc1
68. CC1CN(C(=O)CCCN2C(=O)c3ccccc3C2=O)CC(C)O1 (stereo not given)
69. CCS(=O)(=O)CCSC1OC(COC(C)=O)C(OC(C)=O)C(OC(C)=O)C1OC(C)=O (stereo not given)
70. COC(=O)c1sc(S(=O)(=O)NCCC(=O)O)c(C(=O)OC)c1C
71. Cc1c(C(C)C[C@H](C)O)oc(=O)c2c1Oc1c(C)c(C(C)C[C@H](C)O)oc(=O)c1C2 (stereo not given in full)
72. Cc1nn(-c2ccccc2)nc1CNC(=O)C(C)Cc1ccccc1 (stereo not given)
Assay by compound	65	66	67	68	69	70	71	72
TDP1 inh	nt	nt	nt	3.4%	1.2%	-1.2%	-0.3%	1.3%&5.1%
TDP1 cell noCPT	23.1µM*	13µM*	?	2.7%	-17.4%	-1.8%	?	?
DT40 TDP1 CPT	?	20.6µM*	?	15.8%	-3.1%	-7.2%	?	?

73. C=CCNC(=S)N/N=C/c1ccc(-c2ccc(Cl)cc2Cl)o1
74. CC(C)n1c(SCC(=O)N2c3ccccc3Sc3ccccc32)nc2c1c(=O)n(C)c(=O)n2C
75. COc1ccccc1CNC(=O)CCCN1C(=O)NC2(CCCC2)C1=O
76. COc1ccc(Cn2nnc(C(=O)Nc3ccc(F)cc3)c2N)cc1
Assay by compound	73	74	75	76
TDP1 inh	nt	1.0%	1.7%	2.0%
TDP1 cell noCPT	5.8µM*	16.4µM*	-6.6%	-0.9%
DT40 TDP1 CPT	5.17µM*	20.6µM*	-16.4%	-6.7%
